TR SRC2 fluor cs – alters Texas Red total fluorescence, flagging assay interference; AID 1479; Potency, µM (top dose mostly 106 µM), without a hit: top-dose fluorescence change, negative = quenching; 280,000 tested, 0.29% active; TRb/SRC2 Texas Red total fluorescence interference; active means well fitted curve in either direction with a large enough effect; inconclusive means small, poorly fitted or top-dose-only effect
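Human TRb ligand-binding domain at 0.6 uM with 20 nM Texas Red SRC2 peptide in Tris buffer containing 1 uM T3 and 5% DMSO, incubated with compound 5 h at ambient temperature. Total fluorescence (555/632 nm) calculated as parallel + 2 × perpendicular.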
TRb SRC2 PPI – inhibitors of human thyroid hormone receptor beta-SRC2 interaction; AID 1469; Potency, µM (top dose mostly 106 µM), for the others: at the top dose activity change, negative = inhibition, actives largely listed as inhibitors; TRbeta-SRC2 peptide binding, fluorescence polarization; receptor liganded with 1 µM T3; 280,000 tested, 0.065% active;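 further: plate controls were bound peptide for no effect and peptide without receptor for full effect; nearly all actives have a fitted effect of over 50% in size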
Target sequence (P10828 whole entry, looked up): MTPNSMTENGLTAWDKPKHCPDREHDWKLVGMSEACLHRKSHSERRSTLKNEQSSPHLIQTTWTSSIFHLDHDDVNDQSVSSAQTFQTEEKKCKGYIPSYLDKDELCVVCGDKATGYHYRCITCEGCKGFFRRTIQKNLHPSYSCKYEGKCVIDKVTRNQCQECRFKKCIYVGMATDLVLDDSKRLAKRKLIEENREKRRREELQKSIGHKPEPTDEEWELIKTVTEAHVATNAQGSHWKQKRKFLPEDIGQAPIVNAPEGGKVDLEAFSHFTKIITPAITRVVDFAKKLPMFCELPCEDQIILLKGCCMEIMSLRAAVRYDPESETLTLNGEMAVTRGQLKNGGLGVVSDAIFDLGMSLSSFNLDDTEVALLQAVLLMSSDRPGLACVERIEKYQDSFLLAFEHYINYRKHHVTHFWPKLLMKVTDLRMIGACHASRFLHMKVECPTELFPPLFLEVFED
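Quantitative HTS by FP: 0.6 uM TRb LBD, 20 nM labeled SRC2 20-mer, 1 uM T3, 5% DMSO; 5 hr ambient incubation; % activity per concentration and potencies from concentration series.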
GAA glycogen mod – inhibitors or activators of human alpha-glucosidase glycogen cleavage; AID 2100; 300,000 tested, 0.38% active; recombinant GAA, glycogen substrate, Amplex Red glucose oxidase fluorescence; Potency, µM (series often up to 76.4 µM), inactives show at the top dose activity change, negative = inhibition, actives largely listed as inhibitors;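 further: 0% = full enzyme reaction and -100% = no-enzyme basal signal; the screen sought inhibitors and activators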
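Natural-substrate format: glycogen cleavage by 4 nM human enzyme, glucose read by Amplex Red coupling (Ex 573, Em 610 nm). Normalized to enzyme and no-enzyme controls.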
Numbers without * were called inactive; ? = inconclusive; & = joins results of further samples; [ ] = remark or other dose. Unless noted, the call rests on the fitted dose curve; in most records, active means well fitted curve in the direction sought with a large enough effect; inconclusive means small, poorly fitted or top-dose-only effect, or another doubt; inactive means no such curve, though single readings can be large; an effect the other way counts as inactive or inconclusive. Unless noted, on the % scale 0 is the no-effect control and ±100 the full control effect; potency means the concentration at half of the fitted maximal effect.

Below each compound – TR SRC2 fluor cs, TRb SRC2 PPI, GAA glycogen mod
- COc1ccc(NC(=O)Cn2c(SCc3c(F)cccc3Cl)nc3ccncc32)cc1OC
→ -1%, 8%, -11%[76.3 µM]
- Cc1ccc2[nH]c(=O)c3cc(C(=O)NCCc4ccc(Cl)cc4)sc3c2c1
→ 1%, 2%, 2%[76.3 µM]
- COc1cccc(-n2ccn(CC(=O)NCc3ccc(C)cc3)c(=O)c2=O)c1
→ -4%, 3%, -1%[76.3 µM]
- Cc1cccc(OCC(=O)Nc2c(C(=O)N3CCN(c4ccccc4)CC3)oc3ccccc23)c1
→ -1%, -7%, -4%[76.3 µM]
- Cc1cccc(Cc2cnc(NC(=O)c3ccc4c(c3)CC(c3ccccc3)OC4=O)s2)c1 (stereo unspecified)
→ 6%, 6%, 5%[76.3 µM]
- COc1cccc(NC(=O)CN(CCc2ccccc2)S(=O)(=O)c2ccc(Cl)cc2)c1
→ -18%, 6%, 11%[76.3 µM]
- CCCCSCCCNC(=O)C1CCN(Cc2nc(-c3cccc(Br)c3)oc2C)CC1
→ -1%, 1%, -13%[76.3 µM]
- Cc1ccc(NC(=O)CS(=O)(=O)c2nc(-c3ccc(C)cc3)cn2-c2ccc(C)cc2)cc1
→ -2%, -7%, -2%[76.3 µM]
- O=c1[nH]c(C2CCCN(S(=O)(=O)c3ccccc3Cl)C2)nc2c1nnn2Cc1ccc(OC(F)(F)F)cc1 (stereo unspecified)
→ -12%, -3%, -1%[76.3 µM]
- CCn1cc(C(=O)OCC(=O)Nc2cccc(C(C)=O)c2)c(=O)c2ccc(C)nc21
→ -2%, 6%, -1%[76.3 µM]
- COc1ccc(NC(=O)CN2C(=O)C(c3ccc(C)cc3)=NC23CCCCCC3)cc1Cl
→ -2%, 6%, -6%[76.3 µM]
- Cc1cc(C)c(NC(=O)CSc2ccc(-c3sc(-c4ccccc4)nc3C)nn2)c(C)c1
→ 1%, -12%, -3%[76.3 µM]
- Cc1ccccc1-c1nnc(CN2CCN(c3cc(Cl)ccc3C)CC2)o1
→ -1%, -3%, 4%[76.3 µM]
- CCn1nc(-c2ccccc2)c(-c2ccccc2)c(C(=O)OCCOC)c1=O
→ -1%, 2%, -7%[76.3 µM]
- Cc1ccccc1NC(=O)c1c(C)oc2ccc(O)c(CN(C)Cc3ccccc3)c12
→ ?, -16%, -12%[76.3 µM]
- CCc1ccc(S(=O)(=O)c2cn(CC(=O)Nc3ccc(C)cc3)c3ccccc3c2=O)cc1
→ -2%, 3%, -18%[76.3 µM]
- Cc1cccc(NC(=O)c2cc3c(=O)n4ccccc4nc3n2C)c1C
→ -23%, -3%, 1%[76.3 µM]
- Cc1cc(C)c2c(NC(=O)c3ccccc3Cl)c(C(=O)Nc3ccc(C)c(C)c3)sc2n1
→ -1%, 1%, -2%[76.3 µM]
- Cc1cc(C)c(NC(=O)CSc2nc3ccncc3[nH]2)c(C)c1
→ -2%, 1%, 2%&-13%[76.3 µM]
- Cc1cc2c(cc3c(SCC(=O)Nc4ccc(Cl)cc4F)nncn32)o1
→ -2%, -2%, -5%[76.3 µM]

In the list so far, these have an aryl methoxy group.
Below each compound – TR SRC2 fluor cs, TRb SRC2 PPI, GAA glycogen mod
- COc1ccc(NC(=O)Cn2c(SCc3c(F)cccc3Cl)nc3ccncc32)cc1OC
→ -1%, 8%, -11%[76.3 µM]
- COc1cccc(-n2ccn(CC(=O)NCc3ccc(C)cc3)c(=O)c2=O)c1
→ -4%, 3%, -1%[76.3 µM]
- COc1cccc(NC(=O)CN(CCc2ccccc2)S(=O)(=O)c2ccc(Cl)cc2)c1
→ -18%, 6%, 11%[76.3 µM]
- COc1ccc(NC(=O)CN2C(=O)C(c3ccc(C)cc3)=NC23CCCCCC3)cc1Cl
→ -2%, 6%, -6%[76.3 µM]

(next part)
Below each compound – TR SRC2 fluor cs, TRb SRC2 PPI, GAA glycogen mod
- COc1cccc(/C=C/c2nc(C#N)c(N3CCCCC3)o2)c1
→ -3%, 1%, 3%[76.3 µM]
- COc1cccc(CNCc2c(C(=O)O)n(Cc3ccc(C)cc3)c3cc(C)ccc23)c1OC
→ -1%, 7%, -9%[76.3 µM]
- CSc1nc(-c2ccc(F)cc2)nc2c1Cc1c(CO)cnc(C)c1O2
→ -1%, 0%, 0%[76.3 µM]
- COc1ccc(C2Nc3ccccc3-c3nnc(SC)nc3O2)cc1C (stereo unspecified)
→ -1%, 8%, 14%[76.3 µM]
- CCCCn1c(=O)nc2n(-c3ccc(F)cc3)c3ccccc3cc-2c1=O
→ 5%, -8%, 8%[76.3 µM]
- COc1ccc(CCNc2nc3ccc(C)cc3n3cnnc23)cc1OC
→ -11%, 0%, -3%
- Cn1c(=O)oc2cc(S(=O)(=O)N3CCCC(C(=O)N4CCN(c5ccccc5F)CC4)C3)ccc21 (stereo unspecified)
→ 0%, -6%, -14%[76.3 µM]
- CSc1nnc2c(n1)OC(c1cccc(O)c1Cl)Nc1ccccc1-2 (stereo unspecified)
→ -14%, -4%, -2%[76.3 µM]
- Cc1ccc(CCNC(=O)c2ccc(CSc3nc4ccncc4n3Cc3ccc(F)cc3)cc2)cc1
→ 6%, 6%, -10%[76.3 µM]
- COc1ccc(NC(=O)Cn2c(=O)n(-c3ccccc3)c(=O)c3c4c(sc32)CCCC4)c(OC)c1
→ -7%, 5%, -4%[76.3 µM]
- CCOC(=O)C1CCCN(C(=O)Cn2ncn3c(cc4sc(CC)cc43)c2=O)C1 (stereo unspecified)
→ 2%, 4%, 9%[76.3 µM]
- Cc1nc(-c2ccccc2)sc1-c1ccc(SCC(=O)NCc2ccc(F)cc2)nn1
→ -1%, -11%, -2%[76.3 µM]
- Cc1ccc(C2=CC(c3ccc(Cl)cc3)n3nc(-c4ccc(C)cc4)nc3N2)cc1 (stereo unspecified)
→ 4%, 0%, -23%[76.3 µM]
- CC(C)CCOc1ccc(Cn2c(=O)sc3ccccc32)cc1
→ 5%, 10%, 9%[76.3 µM]
- CC(C)(C)c1ccc(NC(=O)C2CCCN(c3cnccn3)C2)cc1 (stereo unspecified)
→ -1%, -1%, -11%&-8%[76.3 µM]
- COc1ccc(CNC(=O)c2cc3c(-c4ccccc4F)nn(C)c3s2)c(OC)c1
→ -1%, 4%, -14%[76.3 µM]
- CN(c1ccccc1)S(=O)(=O)c1ccc(NC(=O)c2cc(=O)c3ccccc3o2)cc1
→ 10%, 7%, 5%[76.3 µM]
- Cc1ccc(CCNC(=O)c2ccc(NC(=O)N3CCSc4ccccc43)cc2)cc1
→ -1%, 3%, 12%[76.3 µM]
- O=C(CSc1cn(CC(=O)N2CCCC2)c2ccccc12)Nc1cc(C(F)(F)F)ccc1Cl
→ 0%, -4%, 4%[76.3 µM]
- CC1CCC(NC(=O)c2ccc(CSc3nc4ccncc4n3Cc3ccc(F)cc3)cc2)CC1 (stereo unspecified)
→ -1%, -2%, 8%[76.3 µM]
- CCN(C(=O)Cn1nc(Cc2cccnc2)c2ccccc2c1=O)c1ccccc1F
→ -1%, -9%, -12%[76.3 µM]
- O=C1CC(c2c(Cl)cccc2Cl)c2c(ccc3ccccc23)N1 (stereo unspecified)
→ -1%, 4%, 11%[76.3 µM]
- Cc1cc(C)cc(NC(=O)c2sc3nc(-c4cc5ccccc5oc4=O)[nH]c(=O)c3c2C)c1
→ -14%, -2%, -6%[76.3 µM]
- Cc1ccc(C(=O)c2oc3ccccc3c2NC(=O)Cc2coc3cc(C)ccc23)cc1
→ -23%, 4%, -9%[76.3 µM]
- Cc1ccc(NC(=O)c2nc(S(C)(=O)=O)ncc2N(Cc2ccco2)Cc2cccs2)cc1C
→ -10%, 3%, -3%[76.3 µM]
- N#Cc1cc2c(=O)n3ccccc3nc2n(-c2nnc(SCc3ccc(F)cc3)s2)c1=O
→ 1%, 4%, -9%[76.3 µM]
- O=C(Nc1nc2n(n1)C(c1ccccc1)C=C(c1ccc(Cl)cc1)N2)c1ccco1 (stereo unspecified)
→ -6%, 14%, -9%[76.3 µM]
- O=C(Nc1ccccc1F)c1oc2ccccc2c1NC(=O)C12CC3CC(CC(C3)C1)C2
→ 0%, -1%, 6%[76.3 µM]
- CCC(C(=O)NCc1ccccc1)n1ncn2c(cc3occc32)c1=O (stereo unspecified)
→ -1%, 0%, ?
- Cc1ccc(-c2c(CN3CCN(c4cccc(C(F)(F)F)c4)CC3)csc2C)cc1
→ -3%, -5%, -3%[76.3 µM]
- Cc1oc(-c2ccccc2)nc1Cn1c(SCc2cccc(C(F)(F)F)c2)nc2cccnc21
→ -3%, 0%, -9%[76.3 µM]
- CCOc1ccccc1NC(=O)c1ccc2c(c1)CCN2S(=O)(=O)c1ccc(C)cc1
→ 0%, -6%, 0%[76.3 µM]
- O=C(COc1ccc2oc3c(c2c1)CCCC3)Nc1ccc(Cl)cc1
→ -3%, 13%, 16%[76.3 µM]
- Cc1ccc2c(c1)-c1c(cnn1CC(=O)N1CCN(c3cc(Cl)ccc3C)CC1)CO2
→ -5%, -2%, -10%[76.3 µM]
- Cn1cc(S(=O)(=O)c2ccccc2)c(=O)c2cc(F)c(N3CCN(c4ccccc4)CC3)cc21
→ 4%, 1%, -6%[76.3 µM]
- CCc1cccc(CC)c1NC(=O)CCS(=O)(=O)c1ccc2c(c1)CCN2C(C)=O
→ 0%, 4%, -5%[76.3 µM]
- Cc1cccc(C(=O)Nc2nc(-c3ccc(Br)cc3)ns2)c1
→ 2%, -1%, 1%[76.3 µM]
- Cc1ccc2c(c1)N(C(=O)N1CCC(C(=O)NC3CCCCCC3)CC1)CCO2
→ -15%, 1%, 16%[76.3 µM]
- Cc1sc2ncn(CC(=O)N3CCN(c4cccc(Cl)c4)CC3)c(=O)c2c1S(=O)(=O)N1CCC(C)CC1
→ 0%, 4%, -10%[76.3 µM]
- COC(=O)c1ccc(NC(=O)c2cc3cc(C)ccc3n2C)cc1
→ -58%, -6%, -6%[76.3 µM]

Looked up above.
`CCCCSCCCNC(=O)C1CCN(Cc2nc(-c3cccc(Br)c3)oc2C)CC1` | TR SRC2 fluor cs: -1%
`O=C(Nc1nc2n(n1)C(c1ccccc1)C=C(c1ccc(Cl)cc1)N2)c1ccco1` (stereo unspecified) | TRb SRC2 PPI: 14%

(cont.)
Below each compound – TR SRC2 fluor cs, TRb SRC2 PPI, GAA glycogen mod
- COc1cc2nc(SCC(=O)Nc3c(C)cc(C)cc3C)n3nc(CCn4c(C)nc5ccccc54)nc3c2cc1OC
→ -1%, 0%, -5%[76.3 µM]
- CCN(CC)CCNC(=O)C1CCN(c2nn3cc(-c4ccc(F)cc4)nc3s2)CC1
→ 0%, 3%, -3%[76.3 µM]
- COc1cc(C(=O)Oc2c(Sc3ccc(C)cc3)c(C)nn2-c2ccccc2)cc(OC)c1OC
→ -5%, 0%, ?
- COc1cc(OC)cc(N2CCN(S(=O)(=O)c3ccc(-n4cnnn4)cc3)CC2)c1
→ -2%, -8%, -1%&-3%[76.3 µM]
- COc1cc2[nH]c(=O)n(Cc3ccc(C(=O)N4CCN(c5ccc(Cl)cc5)CC4)cc3)c(=O)c2cc1OC
→ -1%, 4%, 12%[76.3 µM]
- CCC(C(=O)Nc1cc(F)ccc1F)n1nc(-c2cc(C)ccc2C)ccc1=O (stereo unspecified)
→ 0%, 0%, -6%[76.3 µM]
- COc1ccc(N(C(=O)c2ccc(Cl)cc2)S(=O)(=O)c2ccc(C)cc2)cc1
→ 5%, 0%, 5%[76.3 µM]
- Cc1cccc(NC(=O)COc2ccc3oc4c(c3c2)CCCC4)c1
→ -3%, 13%, -2%[76.3 µM]
- COc1ccccc1CNc1nc2ccc(Cl)cc2n2cnnc12
→ 0%, 0%, -3%[76.3 µM]
- CCc1nn2c(-c3ccco3)ccnc2c1-c1ccc(F)cc1
→ -26%, 2%, 8%[76.3 µM]
- COc1ccc(NC(=O)c2cc3cc(C)ccc3n2C)cc1
→ -27%, 8%, 11%[76.3 µM]
- O=C(CSc1c2c(nc3ccc(Cl)cc13)CCCC2)N1CCCCC1
→ -2%, -3%, -17%[76.3 µM]
- Cc1cc(C)c(Cn2c(=O)n(CCC(=O)NCc3ccc4c(c3)OCO4)c(=O)c3ccccc32)c(C)c1
→ -1%, 8%, 3%[76.3 µM]
- Cc1ccc(C)c(NC(=O)c2ccc3c(c2)CCN3S(=O)(=O)c2ccccc2)c1
→ -1%, -1%, 18%[76.3 µM]
- Cc1ccc(NC(=O)C(CC(C)C)N2Cc3ccccc3C2=O)cc1F (stereo unspecified)
→ 1%, 0%, -12%[76.3 µM]
- COc1ccc(NC(=O)CCNS(=O)(=O)c2cccc3nonc23)c(OC)c1
→ 0%, 5%, 12%[76.3 µM]
- CCn1c(C(=O)Nc2c(C)cccc2C)cc2sc(Cl)cc21
→ -18%, 4%, 4%[76.3 µM]
- Cc1ccsc1CN(C(=O)c1ccc(OCC(C)C)cc1)C1CCS(=O)(=O)C1 (stereo unspecified)
→ -2%, -3%, -7%[76.3 µM]
- N#Cc1ccccc1NC(=O)CSc1nnc(N)s1
→ ?, -10%, -11%[76.3 µM]

An excerpt (hit frequency here may not be typical).
